Bioassay records (PubChem)
MT stabilizer: stabilizes microtubules in HeLa cells; HeLa tubulin immunostaining HCS, 24 h; share of cells brighter than vehicle mean+2SD; % tubulin-high responders, % at 10 µM; hit rate 0.83% among 200,000;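 active means plate Z-score above 3 for both tubulin-high and condensed-nucleus cell shares, with cell loss under 80%, at 10 µM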;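 further: anti alpha tubulin signal scored within the nucleus-defined area of each cell; some results filed as inactive read as strong as hits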
P. falciparum M1AAP: P. falciparum M1AAP inhibitors, biochemical, fluorogenic H-Leu-NHMec substrate, 1536-well (AID 1445); recombinant M1AAP, H-Leu-NHMec fluorogenic kinetic assay; higher % means a stronger effect; inhibition, % at 30 µM; hits with a dose series show IC50 in µM; hit rate 0.42% among 220,000;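 active means primary inhibition above the hit cutoff, then over 50% inhibition at one or more dose response concentrations, cut at about 23% in these data, passing the limit was not always enough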;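 further: plate controls were DMSO full reaction for no effect and no enzyme background for full effect; strong numbers were not always called active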
Dynein cargo inh: dynein cargo transport inhibition; z-score, hits read low; 3617.4 mouse cells, GR-EGFP nuclear translocation imaging; test concentration mostly 20 µM; stimulated with dexamethasone, 1 µM; active compounds read low; hit rate 0.47% among 220,000;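 active means plate z-score of nuclear minus cytoplasmic receptor signal below a set negative limit, without overly bright fluorescence or cell loss, cut at about -3.5 in these data, passing the limit was not always enough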;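 further: z-score of nuclear minus cytoplasmic ring GR-EGFP intensity difference per well; some compounds called inactive have numbers as strong as hits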
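Also added: dexamethasone, 1.0 µM final. Medium: tet-free, stripped-serum medium. Detection: fixed, Hoechst-stained cells imaged at 10x for EGFP. Read-out: nuclear-to-cytoplasmic GR-EGFP distribution per well. Times: induction 48 h, compound 1 h, agonist 30 min.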
Yfh1-depleted yeast: enhancers of respiration in Yfh1-depleted yeast, dose response, Friedreich's ataxia, plus single-dose screen (AID 1465). S. cerevisiae Yfh1-off respiration, WST-1 reduction, 72 h; higher fold induction means a stronger effect. one-dose fold induction at 50 µM; EC50 in µM for titrated hits. hit rate 0.074% among 220,000;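 active means fold induction of absorbance versus untreated yeast above a set limit, then at least 30% activation at any dose in follow-up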;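 further: activators that raise dye reduction in frataxin-depleted yeast; strong numbers were not always called active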
Ins promoter up: MIN6 insulin promoter up-regulation. MIN6 insulin promoter-GFP reporter, high-content imaging; active compounds read high. z-score at 5 µM. hit rate 0.3% among 190,000. AID 1625;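 active means z-score above 3 at 5 µM with at least 500 cells counted in the well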
CSM14.1 death rescue: protection against thapsigargin-triggered cell killing – 384-well, CSM14.1, ATP luminescence, primary screen (AID 1222) | CSM14.1 thapsigargin-induced death rescue, ATP luminescence; higher % means a stronger effect | 190,000 tested, under 10 active | cellular ATP content (survival), % at 20 µM; hits with a dose series show EC50 in µM;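 active means EC50 below 50 µM in the dose-response confirmation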;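 further: death triggered by thapsigargin at about 15 µM added after 2 h compound pretreatment; cell ATP read after overnight thapsigargin exposure of roughly 18 to 22 hours; normalized against plate controls of thapsigargin alone and 5% DMSO vehicle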
Autophagy mod: modulators of autophagy | hit rate 0.98% among 190,000 | MEF GFP-LC3 puncta imaging; test concentration mostly 10 µM | calls only at 10 µM (by protocol);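 active means percentage of spot-positive cells more than 3 SD above its plate mean, without a fluorescence outlier flag or 80% toxicity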;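 further: spot-positive cell cutoff set from DMSO-treated cells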
Hep lipid drop: modulators of hepatic lipid droplet formation | AML12 mouse hepatocytes, oleate lipid droplets, BODIPY imaging | inhibition, % at 6.5 µM | hit rate 0.4% among 240,000 | AID 1656;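 active means lipid droplet intensity inhibited by at least 50%, with more than 500 cells counted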
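System: AML12 hepatocytes (mouse). Probe or stimulus: oleic acid at 100 µM to induce lipid droplet formation. Times: overnight treatment with compound plus oleate. Detection: Image-based BODIPY and DAPI two-channel analysis. Evaluation: percent inhibition of filter-corrected integrated lipid droplet intensity per well.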
M17LAP inhibition: P. falciparum M17LAP inhibitors, primary screen, biochemical, fluorogenic H-Leu-NHMec substrate, 1536-well (AID 1619). inhibition, % at 30 µM, or IC50 in µM where a hit was titrated. hit rate 0.38% among 220,000. recombinant M17LAP, H-Leu-NHMec fluorogenic kinetic assay; higher % means a stronger effect;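 active means compound inhibiting the enzyme by more than half at any dose during confirmatory dose-response retesting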;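 further: plate controls were full reaction with DMSO carrier for no effect and no enzyme background for full effect; strong numbers were not always called active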
Dynein cargo inh cytoplasmic EGFP: further read-out of Dynein cargo inh, marked with its call; z-score; measured here: cytoplasmic GR-EGFP intensity; active compounds read high
Dynein cargo inh nuclear GR-EGFP: recorded beside Dynein cargo inh, whose call it bears; z-score; measured here: nuclear GR-EGFP intensity;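 lower value marks the stronger effect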
Dynein cargo inh cell count: second read-out of Dynein cargo inh, no call of its own (marks repeat the call); z-score; measured here: cell count per field
Ins promoter up cell count: second read-out of Ins promoter up, no call of its own (marks repeat the call); cell count; measured here: cytotoxicity, nuclei count;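 total cells summed across four imaged fields per well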
Hep lipid drop cells 6.5 µM: also measured in Hep lipid drop; calls as there; cell count; measured here: cell count, cytotoxicity flag;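 cells counted across two imaged fields per well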
MT stabilizer Hoechst-high %: recorded beside MT stabilizer, whose call it bears; % Hoechst-high responders; measured here: nuclear condensation Hoechst responders;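 share of cells brighter than vehicle mean plus two SD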
MT stabilizer cytotoxicity %: recorded beside MT stabilizer, whose call it bears; toxicity, %; measured here: cytotoxicity by cell density;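 0% = mean cell density of plate MIN control wells and 100% = no cells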
Autophagy mod cell loss 18 h: recorded beside Autophagy mod, whose call it bears; toxicity, %; measured here: cell loss, nuclei count;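 cell loss after 18 h compound exposure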
An asterisk follows results filed as active; i = inactive; . = no result given; + = active, no number.

| SMILES | Dynein cargo inh cytoplasmic EGFP | Autophagy mod | Dynein cargo inh | MT stabilizer cytotoxicity % | M17LAP inhibition | P. falciparum M1AAP | Dynein cargo inh cell count | Dynein cargo inh nuclear GR-EGFP | MT stabilizer | CSM14.1 death rescue | Yfh1-depleted yeast | Ins promoter up cell count | Autophagy mod cell loss 18 h | MT stabilizer Hoechst-high % | Ins promoter up | Hep lipid drop cells 6.5 µM | Hep lipid drop |
| --- | --- | --- | --- | --- | --- | --- | --- | --- | --- | --- | --- | --- | --- | --- | --- | --- | --- |
| COc1cc(OC)c(NC(=O)C(=O)CC(=O)c2ccc(C)cc2C)cc1Cl | -0.19 | i | 2.8 | 17 | 2% | 4% | -1.1 | 1.2 | 3.6 | -0.9% | i | . | 6 | 0.9 | . | 764 | 14 |
| CC1(c2ccccc2)CC(c2ccccc2)=Nc2nonc2N1 (centres undefined) | -0.32 | i | 0.77 | 6.4 | -9% | 9% | -0.0049 | 0.42 | 5.7 | 0.6% | i | 1305 | 15 | 3.8 | 0.59 | . | . |
| COc1cccc(-n2ccnc2SCC(=O)Nc2cc(C)on2)c1 | -0.3 | i | -0.21 | 0.1 | -14% | 0% | 0.73 | 0.083 | 1.8 | 1.7% | i | 1617 | -2 | 1.1 | -0.06 | 673 | -13 |
| CCc1cccc2c(SCC(=O)NCC3CCCO3)nc(-c3ccc(F)cc3)nc12 (centres undefined) | -0.22 | + | -0.4 | 2.3 | 11% | 10% | 0.74 | -0.63 | 0.8 | 3.5% | i | 1751 | 10* | 1.8 | -0.12 | 638 | 13 |
| O=C(Nc1ccc(Nc2ccccc2)cc1)c1ccco1 | -0.23 | i | 0.073 | 24 | 10% | 3% | -0.16 | 0.29 | 2.9 | -4.8% | i | 1277 | -2 | 4.2 | -0.6 | 771 | -9 |
| CC(=O)c1cc(C(=O)Nc2ccc(C(=O)O)cc2)oc1C | -0.0098 | i | -0.0086 | 6.7 | 8% | 2% | 0.051 | 0.085 | 1.3 | -1.5% | i | 915 | -6 | 1.2 | 0.2 | 792 | 6 |
| CCn1c(=O)n(CC(=O)NC2CCCC(C)C2C)c(=O)c2ccccc21 (centres undefined) | -0.26 | i | 1.4 | 11 | 3% | -5% | -0.25 | 0.36 | 1.2 | -0.1% | i | 843 | 9 | 1.3 | -0.64 | . | . |
| COc1ccc(NC(=S)N2CCC(C(O)(c3ccccc3)c3ccccc3)CC2)cc1 | -0.23 | i | -0.52 | 8.7 | -4% | 2% | -0.16 | -0.078 | 1.9 | 2.4% | i | 1312 | -1 | 2.2 | -0.06 | 641 | -11 |
| O=C(O)C(c1ccccc1)N1C(=O)/C(=C/c2cccs2)SC1=S (centres undefined) | -0.23 | . | -0.47 | . | 29% | 58µM* | 0.14 | -0.31 | . | . | i | 1512 | . | . | 0.24 | 729 | 1 |
| CC1(C)CC(=O)C(CC2=C(O)CC(C)(C)CC2=O)=C(O)C1 | 0.11 | + | 0.71 | 11 | 16% | 9% | 0.14 | 0.82 | 2.0 | . | i | 1153 | 1.8* | 1.4 | 0.54 | 702 | 9 |
| Cc1cc(C=C2C(=O)c3ccccc3C2=O)c(C)n1-c1ccc(Cl)cc1 | 0.57 | i | 0.9 | 19 | -6% | -1% | 0.14 | 0.38 | 2.2 | -1.4% | . | 1977 | 1 | 1.9 | -0.32 | 663 | 21 |
| COc1ccccc1CNC(=O)Cc1cc(=O)[nH]c(=O)[nH]1 | -0.28 | i | -0.62 | 6.6 | 0% | 4% | 0.52 | 0.27 | 5.2 | -3.1% | i | 1259 | -5 | 2.6 | 0.39 | 699 | 1 |
| CC(=O)N1C(=O)N(C)C2C1N(C(C)=O)C(=O)N2C (centres undefined) | -0.26 | i | -0.43 | 4.7 | -6% | 3% | 0.39 | -0.82 | 3.4 | -2.4% | i | . | -6 | 2.2 | . | 757 | -4 |
| Cc1cc2oc(=O)cc(CN3CCCCC3)c2cc1C(C)C | -0.16 | i | -1 | 13 | 12% | 11% | -0.011 | -1 | 3.2 | . | i | 949 | 0 | 2.4 | -1.3 | 726 | -13 |
| CCCC(=O)n1nc(-c2cccnc2)nc1NCc1ccc(OC)cc1 | -0.34 | i | -1.3 | 7.2 | 0% | 8% | 0.95 | -0.54 | 2.0 | -4.5% | i | 1354 | 1 | 1.5 | -0.71 | 673 | -17 |
| Cc1cc(C(=O)N2CCCC(CCC(=O)N3CCN(c4ccccn4)CC3)C2)c(C)o1 (centres undefined) | -0.28 | i | -1.7 | 2.4 | -6% | 1% | 1.6 | -1 | 3.0 | 2.6% | i | 1487 | 12 | 1.8 | -1.3 | 734 | -40 |
| COc1ccc(S(=O)(=O)NC(CC(=O)N2CCc3ccccc32)c2ccco2)cc1 (centres undefined) | -0.29 | i | -0.1 | 9.9 | 0% | 3% | 0.57 | -0.12 | 1.5 | -0.6% | i | 1304 | 19 | 2.7 | 0.17 | 683 | -20 |
| Cc1ccc(C)c(-n2cc(CNCCCn3cccn3)c(-c3ccccc3)n2)c1 | -0.059 | i | 0.78 | 1.3 | -11% | 11% | -0.32 | 0.44 | 2.9 | -2.4% | i | 1520 | -12 | 1.2 | -0.41 | 697 | 13 |
| Cc1cc(C2(c3ccc(O)c(C)c3)OC(=O)c3ccccc32)ccc1O | -0.22 | i | 0.87 | 2.3 | 10% | 6% | -0.66 | 1.6 | 2.4 | -1.5% | i | 1260 | 3 | 1.7 | -0.11 | 729 | -4 |
| COc1cccc(OC)c1OCCCOc1ccc([N+](=O)[O-])cc1Cl | -0.27 | i | -0.19 | 11 | 4% | 9% | 1.2 | 0.029 | 1.8 | -0.8% | i | 1234 | 0 | 3.8 | -0.56 | 596 | -14 |
| Clc1cc(Cl)c2nc(N3CCOCC3)sc2c1 | -0.18 | i | -0.39 | 6.6 | 17% | 17% | 1.1 | -0.24 | 2.6 | -1.5% | i | . | 24 | 3.3 | . | 740 | 0 |
| COCC(=O)Nc1cc(C(=O)OC)cc(C(=O)OC)c1 | -0.24 | i | 0.9 | 7.0 | 18% | 7% | -0.48 | 0.54 | 1.9 | 4.3% | i | 1292 | -2 | 2.4 | 0.32 | 725 | 4 |
| COc1cc(/C=N/N(C)c2ccccc2)ccc1O | -0.33 | i | -0.14 | 9.2 | 9% | 4% | 0.25 | 0.23 | 2.1 | -5.1% | i | 745 | 34 | 1.0 | -0.92 | 739 | -11 |
| Cc1ccc(NC(=O)C2(N(C(=O)Cn3nnnc3N)c3ccc(C)cc3)CCCCC2)cc1 | -0.17 | i | -1.4 | 8.1 | 2% | 7% | 0.2 | -0.16 | 3.8 | -0.1% | i | 1301 | 1 | 2.0 | 0.78 | 779 | 0 |
| Cc1ccc(C)c(S(=O)(=O)NCc2ccc(C(=O)N3CC(C)OC(C)C3)cc2)c1 (centres undefined) | -0.15 | i | 0.0086 | 6.9 | 19% | -1% | -0.73 | 0.35 | 4.5 | 2.3% | i | . | -5 | 2.3 | . | 709 | -3 |

| SMILES | Dynein cargo inh cytoplasmic EGFP | Autophagy mod | Dynein cargo inh | MT stabilizer cytotoxicity % | M17LAP inhibition | P. falciparum M1AAP | Dynein cargo inh cell count | Dynein cargo inh nuclear GR-EGFP | MT stabilizer | CSM14.1 death rescue | Yfh1-depleted yeast | Ins promoter up cell count | Autophagy mod cell loss 18 h | MT stabilizer Hoechst-high % | Ins promoter up | Hep lipid drop cells 6.5 µM | Hep lipid drop |
| --- | --- | --- | --- | --- | --- | --- | --- | --- | --- | --- | --- | --- | --- | --- | --- | --- | --- |
| CCCC(=O)N(c1ccccc1)C1C=CS(=O)(=O)C1 (centres undefined) | -0.23 | i | 0.11 | 3.4 | 7% | -1% | -0.054 | 0.16 | 2.7 | -0.2% | i | 1115 | 7 | 1.6 | -0.5 | 791 | -3 |
| CCOC(=O)C1CCCN(C(=O)c2cc(Cl)ccc2Cl)C1 (centres undefined) | -0.21 | i | 0.0099 | 2.6 | -4% | 3% | -0.15 | 0.26 | 5.5 | 4.3% | i | 1438 | 6 | 2.6 | 0.3 | . | . |
| COC(=O)CN1C(=S)N(Cc2ccccc2)C(=O)C1CC(=O)Nc1ccc(Br)cc1 (centres undefined) | -0.2 | i | -0.15 | 6.5 | 0% | -2% | 0.53 | -0.19 | 1.0 | -1.1% | i | 1542 | 7 | 1.4 | -0.24 | . | . |
| COc1ccc(Cl)cc1S(=O)(=O)N1CCCC1=O | -0.2 | i | -0.32 | 6.1 | -2% | 6% | 0.33 | 0.16 | 5.3 | 1.0% | i | . | -20 | 0.9 | . | 692 | -7 |
| COc1cc(OC)cc(C(=O)/C=C2\Sc3ccccc3N2C)c1 | -0.2 | i | 0.78 | 3.8 | -3% | -2% | 0.41 | 0.52 | 1.5 | 0.7% | i | 1147 | 14 | 1.1 | 0.26 | 718 | -4 |
| CC(C)(C)c1cnnn1-c1ccc(C=O)cc1 | -0.25 | i | -0.99 | 5.5 | 0% | 0% | -0.013 | -0.23 | 3.8 | -3.1% | i | . | -12 | 2.9 | . | 731 | -2 |
| COc1ccc(S(=O)(=O)Nc2ccccc2C(=O)OC2CCCN(C)C2)cc1OC (centres undefined) | -0.13 | i | -0.38 | 5.6 | 1% | 7% | 0.62 | -0.11 | 3.6 | -0.6% | i | 970 | 1 | 4.4 | -0.95 | 798 | 1 |
| Cc1nn(-c2ccccc2)c(Cl)c1/C=N/NC(=O)CCNc1n[nH]c(=O)[nH]c1=O | -0.24 | . | 1.4 | . | 1% | 0% | -0.53 | 0.69 | . | . | i | 981 | . | . | -0.52 | 720 | 18 |
